LYPLA1 counter – blocks human lysophospholipase 1, a PME1 counter-screen; inhibition, % at 5.9 µM; AID 2174; recombinant LYPLA1, FP-Rh probe fluorescence polarization; 320,000 compounds, 0.16% hits;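 active = inhibition above the mean of all tested compounds plus 3 SD, set per campaign, cut at about 14% in these data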;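 note: inhibitors block serine hydrolase probe labeling of LYPLA1 so polarization falls; 0% = enzyme with DMSO and 100% = wells lacking LYPLA1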
PAD4 inh – inhibitors of human PAD4 | inhibition, % at 6.36 µM | AID 485272 | Q9UM07 | recombinant PAD4, RCA probe fluorescence polarization | 330,000 compounds, 0.41% hits;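 active = percent inhibition above a cutoff equal to the mean of all tested compounds plus 3 SD, cut at about 15% in these data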;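 note: 0% = PAD4 with RCA probe and DMSO and 100% = probe without PAD4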
Target sequence (Q9UM07 whole entry, looked up): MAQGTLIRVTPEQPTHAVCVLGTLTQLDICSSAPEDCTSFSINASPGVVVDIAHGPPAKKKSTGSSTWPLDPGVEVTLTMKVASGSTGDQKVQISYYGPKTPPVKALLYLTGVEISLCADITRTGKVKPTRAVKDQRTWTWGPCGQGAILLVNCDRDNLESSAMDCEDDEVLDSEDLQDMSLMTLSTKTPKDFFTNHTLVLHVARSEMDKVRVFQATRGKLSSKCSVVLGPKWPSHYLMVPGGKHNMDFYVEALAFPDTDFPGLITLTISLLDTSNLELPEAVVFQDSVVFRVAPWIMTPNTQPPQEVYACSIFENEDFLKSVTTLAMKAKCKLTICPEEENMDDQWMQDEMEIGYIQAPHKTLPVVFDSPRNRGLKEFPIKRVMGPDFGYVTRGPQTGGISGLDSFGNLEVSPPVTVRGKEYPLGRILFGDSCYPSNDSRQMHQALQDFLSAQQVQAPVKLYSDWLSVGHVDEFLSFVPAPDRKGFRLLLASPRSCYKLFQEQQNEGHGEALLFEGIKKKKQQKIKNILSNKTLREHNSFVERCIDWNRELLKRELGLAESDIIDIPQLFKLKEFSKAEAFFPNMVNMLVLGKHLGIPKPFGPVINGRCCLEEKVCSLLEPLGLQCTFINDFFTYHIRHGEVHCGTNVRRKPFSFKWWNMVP
PAFAH2 inh – PAFAH2 (human) inhibition; Q99487; recombinant PAFAH2, FP-rhodamine activity probe, fluorescence polarization; inhibition, % at 3.39 µM; 340,000 compounds, 0.99% hits; AID 492956;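 active = inhibition above the mean over all tested compounds plus 3 SD, cut at about 30% in these data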;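 note: inhibitors block probe labeling of enzyme so polarization drops; 0% = enzyme with DMSO and 100% = wells lacking PAFAH2 protein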
PAFAH1B3 FP inh – inhibitors of human PAFAH1B3 | 340,000 compounds, 0.28% hits | inhibition, % at 3.39 µM | recombinant PAFAH1B3, FP-rhodamine probe, fluorescence polarization;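 active = inhibition above the screen-wide average of all tested compounds plus 3 SD, cut at about 25% in these data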;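 note: 0% = enzyme with DMSO only and 100% = wells lacking PAFAH1B3 protein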
PAFAH1B2 FP inh – inhibitors of human PAFAH1B2 | P68402 | recombinant PAFAH1B2, FP-rhodamine activity probe, fluorescence polarization | inhibition, % at 3.39 µM | 340,000 compounds, 1.2% hits;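 active = inhibition above the mean of all tested compounds plus 3 SD, cut at about 24% in these data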;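 note: 0% = enzyme with DMSO and 100% = wells lacking PAFAH1B2; many of its hits are not listed in these tables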
PME-1 primary – PME-1 (human) inhibition. recombinant PME-1, FP-Rh probe fluorescence polarization. inhibition, % at 5.9 µM. 320,000 compounds, 0.53% hits. AID 2130;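 active = inhibition above the campaign mean of all compounds plus 3 SD, cut at about 26% in these data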;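 note: competitive labeling of PME-1 active site by serine hydrolase directed probe; 0% = PME-1 with DMSO and 100% = wells lacking PME-1 enzyme; inhibitors block probe labeling so polarization falls and inhibition rises; many of its hits are not listed in these tables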
pPAFAH inh – pPAFAH (human) enzyme inhibition; Q13093; recombinant pPAFAH, FP-rhodamine probe fluorescence polarization; inhibition, % at 3.39 µM; 330,000 compounds, 1.5% hits; AID 463082;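 active = inhibition above the mean inhibition across the screen plus 3 SD, cut at about 25% in these data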;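 note: inhibitors block binding of the rhodamine activity-based probe so polarization drops; 0% = enzyme with DMSO and 100% = wells lacking pPAFAH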
GSTO1 counter – blocks human GSTO1 in RBBP9 counter-screen; recombinant GSTO1, activity-based probe fluorescence polarization; inhibition, % at 5.96 µM; 300,000 compounds, 1.1% hits; P78417; AID 1974;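 active = inhibition above the campaign mean inhibition plus 3 SD, cut at about 35% in these data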;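 note: 0% = GSTO1-1 with DMSO and 100% = wells lacking GSTO1-1 enzyme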
LYPLA2 inh – LYPLA2 (human) inhibition in PME1 counter-screen; O95372; recombinant LYPLA2, FP-Rh probe fluorescence polarization; inhibition, % at 5.9 µM; 320,000 compounds, 0.38% hits; AID 2177;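 active = inhibition above the screen-wide mean plus 3 SD, limit set per campaign, cut at about 26% in these data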;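 note: 0% = LYPLA2 with DMSO and 100% = wells lacking LYPLA2 enzyme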
Target sequence (O95372 whole entry, looked up): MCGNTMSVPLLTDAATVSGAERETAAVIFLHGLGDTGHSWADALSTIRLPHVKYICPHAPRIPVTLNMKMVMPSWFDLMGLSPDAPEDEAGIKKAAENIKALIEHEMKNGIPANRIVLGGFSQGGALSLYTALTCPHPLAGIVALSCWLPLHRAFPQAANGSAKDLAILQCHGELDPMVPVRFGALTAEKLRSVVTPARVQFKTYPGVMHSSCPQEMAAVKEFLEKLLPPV
Numbers without * were called inactive; . = not tested or not shown. Only part of the results is shown (hit frequency here may not be typical).

SMILES | LYPLA1 counter | PAD4 inh | PAFAH2 inh | PAFAH1B3 FP inh | PAFAH1B2 FP inh | PME-1 primary | pPAFAH inh | GSTO1 counter | LYPLA2 inh
CCN(C(=O)c1ccc(S(C)(=O)=O)cc1)C12CC3CC(CC(C3)C1)C2 | -4 | 7 | -4 | -1 | 11 | -1 | -2 | 3 | 2
Cc1[nH]c(=O)[nH]c(=O)c1CSc1nnc([C@H](CC(C)C)NC(=O)OC(C)(C)C)o1 | -2 | -4 | 6 | 2 | 0 | -9 | 6 | -8 | 4
CCN1C(=O)c2cccc3c(S(=O)(=O)N4CCNCC4)ccc1c23 | . | 3 | -1 | 8 | -3 | . | 4 | . | .
O=C(Cc1ccccc1)NC(c1ccco1)c1c(O)ccc2ccccc12 (stereo not given) | 0 | -3 | -4 | 3 | 5 | 7 | -14 | 2 | -1
COc1cc(/C=N/NC(=O)c2cccnc2)ccc1OC(=O)c1ccco1 | 2 | 4 | -6 | 0 | -5 | -3 | 4 | 5 | 6
Cc1cc(C)n2nc(SCc3nnc(-c4ccccc4Br)o3)nc2n1 | -1 | -6 | 4 | 8 | -4 | 4 | 12 | 6 | 5
CC(C)c1ccc(/C=C(\NC(=O)c2ccccc2)C(=O)NCCCn2ccnc2)cc1 | 1 | -1 | 2 | 5 | 3 | 2 | 6 | 11 | 5
Cc1cc(Cl)c2oc(C(=O)NC(C)c3ccncn3)c(C)c2c1 (stereo not given) | 4 | 2 | 1 | 5 | -2 | 4 | -1 | 7 | 12
Cc1ccc(OCC(=O)Nc2ccccc2C(=O)NC2CC2)cc1C | 3 | 0 | 3 | -2 | 1 | -50 | 5 | 0 | 11
O=C(CN(CC1CCCO1)S(=O)(=O)c1ccc(S(=O)(=O)NCC2CCCO2)cc1)Nc1ccccc1 (stereo not given) | 2 | -4 | 8 | 5 | 5 | 5 | 5 | 3 | -1
Cc1ccc(-c2csc(NC(=O)CSc3nc4ccccc4o3)n2)cc1 | -5 | 2 | -11 | 5 | 1 | 2 | 3 | 1 | 3
COc1ccc(Cn2c(=O)c3[nH]cnc3n(-c3ccccc3C)c2=O)cc1 | 2 | -9 | 0 | 0 | 2 | -9 | -5 | -11 | 3
COc1ccc(N2C(=O)CCC(C(=O)N3CCOCC3)C2c2ccc(F)cc2)cc1 (stereo not given) | 1 | -1 | 9 | 9 | -2 | 5 | 0 | 0 | 3
CS(=O)(=O)c1ccc2nc(NC(=O)c3ccc(Cl)cc3)sc2c1 | 1 | 0 | -5 | 9 | -1 | -4 | 6 | 2 | 2
CC(C)(C)c1ccc(C(=O)NC(=O)COC(=O)CCS(=O)(=O)c2ccccc2)cc1 | 0 | -4 | 6 | 3 | -3 | 7 | 7 | . | 0
COc1ccc(C)cc1NC(=O)CSc1nnc(COc2ccc(Cl)cc2)n1Cc1ccco1 | -1 | -6 | -1 | -4 | 0 | -8 | 1 | -3 | -1
CC(C)(C)c1ccc(C(=O)N2CCC3(CC2)NCCc2[nH]cnc23)cc1 | 5 | -1 | 11 | 7 | 1 | 8 | 7 | 0 | 17
CCCCCCCNC(=O)C1(CC2CC(c3cccc(Br)c3)=NO2)CCN(C(=O)Cc2ccc(F)cc2)CC1 (stereo not given) | -9 | 5 | -14 | 6 | 2 | -13 | 6 | -4 | -25
Cc1cccc(N2CCN(C(=O)C(C)C)CC2)c1C | -3 | -2 | 5 | 3 | 4 | 1 | -4 | -4 | 1
COc1cccc(/C=N/n2cnnc2)c1OCc1ccccc1 | 2 | -5 | 3 | -1 | 4 | 0 | 0 | 12 | 4
Cc1nn(-c2ccccc2)c(Cl)c1/C=N/Nc1nncc(=O)[nH]1 | 2 | 2 | -2 | -3 | 1 | -3 | 8 | -2 | 1
CN(c1ccc(F)cc1)S(=O)(=O)c1ccc2[nH]cc(C(=O)O)c(=O)c2c1 | -4 | -3 | 7 | -1 | 11 | -5 | 8 | -7 | 3
CN(C)S(=O)(=O)c1cccc(NC(=S)N/N=C/C(=O)c2ccccc2)c1 | 3 | 4 | 0 | 5 | 12 | 14 | 13 | -2 | 13
Cc1cccc(C(=O)NNC(=O)c2ccccc2)c1 | -1 | -4 | 3 | 5 | -1 | 2 | 0 | 3 | -4
COc1ccc(NC(=O)c2cc(-c3cc(OC)c(OC)c(OC)c3)nc3ccccc23)c(OC)c1 | -2 | 0 | 0 | -10 | 5 | -2 | 1 | 0 | 2

8 entries out of the list, arranged by number of heavy atoms, descending.
SMILES | LYPLA1 counter | PAD4 inh | PAFAH2 inh | PAFAH1B3 FP inh | PAFAH1B2 FP inh | PME-1 primary | pPAFAH inh | GSTO1 counter | LYPLA2 inh
O=C(CN(CC1CCCO1)S(=O)(=O)c1ccc(S(=O)(=O)NCC2CCCO2)cc1)Nc1ccccc1 (stereo not given) | 2 | -4 | 8 | 5 | 5 | 5 | 5 | 3 | -1
COc1ccc(NC(=O)c2cc(-c3cc(OC)c(OC)c(OC)c3)nc3ccccc23)c(OC)c1 | -2 | 0 | 0 | -10 | 5 | -2 | 1 | 0 | 2
COc1ccc(C)cc1NC(=O)CSc1nnc(COc2ccc(Cl)cc2)n1Cc1ccco1 | -1 | -6 | -1 | -4 | 0 | -8 | 1 | -3 | -1
COc1ccc(N2C(=O)CCC(C(=O)N3CCOCC3)C2c2ccc(F)cc2)cc1 (stereo not given) | 1 | -1 | 9 | 9 | -2 | 5 | 0 | 0 | 3
COc1cc(/C=N/NC(=O)c2cccnc2)ccc1OC(=O)c1ccco1 | 2 | 4 | -6 | 0 | -5 | -3 | 4 | 5 | 6
Cc1ccc(-c2csc(NC(=O)CSc3nc4ccccc4o3)n2)cc1 | -5 | 2 | -11 | 5 | 1 | 2 | 3 | 1 | 3
Cc1ccc(OCC(=O)Nc2ccccc2C(=O)NC2CC2)cc1C | 3 | 0 | 3 | -2 | 1 | -50 | 5 | 0 | 11
CS(=O)(=O)c1ccc2nc(NC(=O)c3ccc(Cl)cc3)sc2c1 | 1 | 0 | -5 | 9 | -1 | -4 | 6 | 2 | 2

Next section
SMILES | LYPLA1 counter | PAD4 inh | PAFAH2 inh | PAFAH1B3 FP inh | PAFAH1B2 FP inh | PME-1 primary | pPAFAH inh | GSTO1 counter | LYPLA2 inh
Fc1ccc(Br)cc1/C=N/n1cnnc1 | 0 | 2 | 5 | 4 | 1 | -6 | 0 | 7 | -1
O=C(CCSc1ccccc1)NCc1cccnc1 | -2 | -6 | 0 | 1 | 2 | -4 | -7 | 4 | -7
Cc1cc(C)n(-c2nc(NCc3cccnc3)c3c4c(sc3n2)COC(C)(C)C4)n1 | 0 | -2 | 0 | 8 | 0 | 1 | 5 | -3 | 3
COc1ccc(-n2c(Cc3cccn3C)nnc2SCC(=O)Nc2ccc(F)cc2)cc1 | 0 | -1 | 4 | 7 | -1 | 2 | 7 | -4 | -5
O=C(NCCN1C(=O)S/C(=C\c2cccc(Cl)c2Cl)C1=O)C1=COCCO1 | 4 | -1 | -2 | -15 | -11 | 5 | -7 | 2 | 1
Cc1cccc(NC(NC(=O)c2ccccn2)C(Cl)(Cl)Cl)c1 (stereo not given) | -3 | -2 | -11 | 5 | -2 | 2 | -4 | 8 | 0
CCc1ccc(CN(C)C(=O)c2cc(S(=O)(=O)N3CCOCC3)ccc2N2CCCC2)cc1 | 1 | -3 | 3 | -2 | 1 | -3 | 1 | -5 | 3
O=C1C=C(c2ccc(-c3ccccc3)cc2)C[C@@H](c2ccc(F)cc2)C1 | -1 | -3 | 7 | -9 | -1 | -5 | 3 | . | 0
C[C@@H]1CN([C@@H](C)CO)C(=O)c2cc(NC(=O)C3CC3)ccc2O[C@@H]1CN(C)C(=O)NC1CCCCC1 | . | 0 | 4 | 6 | 6 | . | 3 | . | .
CC1CCCC(NC(=O)CSc2nnnn2C)C1C (stereo not given) | 0 | 3 | 6 | -1 | 9 | -1 | -2 | 1 | 5
CCn1cc(Cl)c(C(=O)N2N=C3/C(=C/c4cccs4)CCCC3C2c2cccs2)n1 (stereo not given) | -2 | 1 | -5 | 1 | 2 | -1 | 5 | 3 | 1
Cn1ncc([N+](=O)[O-])c1C(=O)N/N=C/c1cccc([N+](=O)[O-])c1 | 4 | -1 | 1 | -2 | -4 | 3 | 4 | 5 | 1
c1ccc2c(NCC3CCCO3)nc(N3CCCCC3)nc2c1 (stereo not given) | 2 | -3 | -5 | 12 | -1 | 1 | 3 | 0 | 2
COc1cc(C#N)ccc1OCC(=O)c1ccc2c(c1)OCCO2 | 2 | 4 | 2 | 4 | 0 | 2 | 7 | 0 | 9
O=C1/C(=C\c2ccc(O)c(O)c2)N=C2CCCCCN12 | -2 | 2 | -3 | 2 | 20 | -6 | 4 | 44* | 1
O=C(CN1CCc2ccccc2C1)Nc1ccccc1C(F)(F)F | 2 | 0 | 4 | 6 | 4 | 2 | 4 | 8 | 3
COc1ccc(C=O)cc1Cn1cnc2c(cnn2C)c1=O | 4 | -3 | 0 | 2 | 4 | 0 | -3 | 0 | 8
O=C(COC(=O)c1ccccc1NS(=O)(=O)c1cc([N+](=O)[O-])ccc1Cl)c1ccccc1 | 5 | -4 | . | . | . | 0 | 1 | -5 | 6
Cc1ccc(C)c(NC(=S)N2CCC(NC(=O)c3cccc(F)c3)CC2)c1 | -1 | 1 | 10 | 3 | 3 | 4 | 0 | -3 | 1
CC(C)c1ccc(NC2CCCN(C(=O)CN3CCCC3=O)C2)cc1 (stereo not given) | 2 | -3 | 12 | 4 | 3 | 0 | 5 | 4 | 4
Cc1ccc(N2CCN(/N=C/c3c(C)nn(-c4ccccc4)c3Cl)CC2)cc1 | 3 | 4 | -5 | 8 | -6 | -5 | 4 | 2 | 5
CC(Sc1nnc(C2CC2)n1C1CC1)C(=O)Nc1ccccc1C#N (stereo not given) | 2 | -2 | -2 | 6 | -2 | -2 | 2 | . | 4
CCn1c(COc2ccccc2Cl)nnc1SCC(=O)Nc1ncccc1C | -5 | -1 | -5 | 2 | 8 | -2 | 9 | -2 | 0
Cc1c(C=O)c2ccccc2n1CCOc1ccccc1F | -2 | -5 | 5 | 2 | 2 | -1 | 6 | -9 | -5
CC(C)NS(=O)(=O)c1ccc(OCC(=O)NCc2ccc3c(c2)OCO3)c(Cl)c1 | 3 | 6 | -1 | 0 | 2 | 4 | 6 | 5 | 11
CC(C)NC(=O)c1ccccc1NC(=O)CCS(=O)(=O)Cc1ccccc1 | -3 | 6 | 7 | 7 | 1 | -2 | 9 | 2 | 5
CCOc1ccc(-c2cc(C(=O)NN)[nH]n2)cc1 | 0 | -2 | 0 | 9 | 6 | -2 | -3 | 6 | -4
O=C(NCCc1nnc2ccc(SCC(=O)N3CCOCC3)nn12)c1ccccc1 | -3 | -2 | 1 | 15 | 3 | 5 | -1 | 4 | 5
COc1cccc(CN2CCNC(=O)C2CC(=O)NC2CCCC2)c1OC (stereo not given) | -7 | 1 | -4 | 4 | -2 | 9 | -4 | 1 | 4
CC(C)(C)c1cc(C(=O)Nc2ccc(F)cc2)n(Cc2ccc(F)cc2)n1 | -4 | -2 | . | . | . | -7 | -6 | -1 | -13

Compound activity (PubChem)
